TSG101-PTAP inh: qHTS Assay for Iinhibitors of HIV-1 Budding by Blocking the Interaction of PTAP/TSG101; AID 493005, 2010; Potency, µM (top dose mostly 115 µM), for the others: top-dose activity change, negative = inhibition, actives largely listed as inhibitors; Tumor susceptibility gene 101 protein (Homo sapiens), Q99816; Fluorescence polarization, FITC-PTAP peptide / Tsg101 binding; 340,000 tested, under 10 active; active = well fitted inhibition curve with a large enough effect in the main read-out, with a control signal flat, not every such curve was filed as active; inconclusive = small, poorly fitted or top-dose-only effect, or effect the other way, or a change in a side signal; inactive = no such curve, though single readings can be large or run the other way; also: potency is read from the fitted curve at half-maximal effect; % of control where 0% means no effect
Target sequence (Q99816 whole entry, looked up): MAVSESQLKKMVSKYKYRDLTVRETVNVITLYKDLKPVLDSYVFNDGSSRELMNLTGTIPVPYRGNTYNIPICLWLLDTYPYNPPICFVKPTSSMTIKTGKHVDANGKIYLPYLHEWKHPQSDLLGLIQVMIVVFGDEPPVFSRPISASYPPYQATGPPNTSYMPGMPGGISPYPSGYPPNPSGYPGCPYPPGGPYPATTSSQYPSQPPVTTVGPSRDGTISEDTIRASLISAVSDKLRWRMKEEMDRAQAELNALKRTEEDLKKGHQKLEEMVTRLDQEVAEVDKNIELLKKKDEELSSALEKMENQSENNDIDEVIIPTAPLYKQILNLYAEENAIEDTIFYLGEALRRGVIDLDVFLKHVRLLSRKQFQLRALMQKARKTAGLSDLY
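Tsg101 binding domain (10 uM final) was mixed with compound and a FITC-labeled PTAP peptide (50 nM final) in HEPES pH 7.5 buffer with NaCl, Tween 20, EDTA and TCEP; fluorescence polarization was read after 20 min at r.t.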
TSHR antagonist: Antagonists of the Thyroid Stimulating Hormone Receptor: HTS campaign. Thyrotropin receptor (Homo sapiens), P16473. TSHR-expressing cells, TSH-stimulated cAMP HTRF, 2 h; stronger effect = lower value. activity change, negative = inhibition, % at 11.5 µM. 0.2% of 330,000 active;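 active = activity change below a set negative limit, meaning inhibition stronger than a set level, cut at about -70% in these data; inconclusive = activity change between two set negative limits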; also: % is scaled to controls: 0 for no effect and ±100 for the full control effect
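Antagonism was scored as loss of TSH-driven cAMP in TSHR cells, stimulated with 4nM TSH (EC80) for 2 hours at 37 deg C and detected by homogeneous HTRF competition immunoassay.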
USP2a block: qHTS Assay for Inhibitors of Ubiquitin-specific Protease USP2a Using CHOP2 as the Reporter; 0.01% of 330,000 active; Potency, µM (titrated, usually from 38.3 µM), inactives show top-dose activity change, negative = inhibition, usual class: inhibitors; USP2 core, Ub-CHOP2 coupled fluorogenic reporter, 485/531; Ubiquitin carboxyl-terminal hydrolase 2 (Homo sapiens), O75604;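 also: potency is read from the fitted curve at half-maximal effect; plate controls were DMSO wells for no effect and full inhibition by NEM control for full effect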
Target sequence (O75604 whole entry, looked up): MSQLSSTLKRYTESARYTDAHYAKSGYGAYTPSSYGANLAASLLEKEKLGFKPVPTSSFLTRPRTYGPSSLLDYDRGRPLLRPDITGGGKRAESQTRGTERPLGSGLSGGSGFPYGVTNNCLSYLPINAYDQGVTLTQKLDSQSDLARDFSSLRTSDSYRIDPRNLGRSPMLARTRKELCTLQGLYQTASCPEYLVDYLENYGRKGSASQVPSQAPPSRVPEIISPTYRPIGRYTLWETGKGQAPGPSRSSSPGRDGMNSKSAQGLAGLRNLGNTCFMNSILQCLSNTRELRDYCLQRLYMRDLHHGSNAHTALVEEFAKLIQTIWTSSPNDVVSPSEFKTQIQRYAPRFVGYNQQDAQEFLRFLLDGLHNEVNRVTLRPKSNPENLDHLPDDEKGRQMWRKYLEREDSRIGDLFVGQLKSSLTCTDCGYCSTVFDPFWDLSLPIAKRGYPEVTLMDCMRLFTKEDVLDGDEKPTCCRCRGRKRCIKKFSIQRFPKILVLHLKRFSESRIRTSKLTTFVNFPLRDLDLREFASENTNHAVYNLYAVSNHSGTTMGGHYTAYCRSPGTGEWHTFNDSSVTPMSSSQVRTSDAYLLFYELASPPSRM
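Deubiquitinase activity read as fluorescence (485/531 nm) after Ub-CHOP2 cleavage activates the enterokinase reporter on its substrate; USP2 core 10nM, Ub-CHOP2 and substrate 25nM each, 30min compound preincubation then 60min RT; data normalized to NEM, curves fitted.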
BCR signal inh: qHTS Assay to Find Inhibitors of Chronic Active B-Cell Receptor Signaling | ABC-DLBCL IkBa-CBG/CBR reporter, luminescence ratio, 4 h | AID 493014, 2011 | 0.05% of 340,000 active | Potency, µM (series often up to 46.1 µM), for inactives: top-dose ratio change, negative = lower green/red ratio, usual class: inhibitors; active = well fitted inhibition curve with a large enough effect in the signal ratio, with a control signal flat, not every such curve was filed as active; inconclusive = small, poorly fitted or top-dose-only effect, or effect the other way, or a change in a side signal; the % refers to the signal ratio;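 also: potency is read from the fitted curve at half-maximal effect; plate controls were basal doxycycline-induced cells for no effect and cells given 10 µM MG132 for full effect; MG132 reads +100%, hits lower the ratio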
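TMD8 ABC-DLBCL cells carrying doxycycline-inducible green luciferase fused to IkappaBalpha plus unfused red luciferase were exposed to compounds (up to 46 uM) for 4 hrs at 37C. Activity came from the overlap-corrected green/red luminescence ratio.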
Tb PFK block: qHTS Assay to Find Inhibitors of T. brucei phosphofructokinase. ATP-dependent 6-phosphofructokinase (Trypanosoma brucei brucei), O15648. T. brucei PFK, ADP-Glo luminescence. Potency, µM (highest dose often 57.5 µM), for the others: top-dose activity, negative = inhibition, hits mostly inhibitors. 0.17% of 330,000 active;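 also: potency is read from the fitted curve at half-maximal effect; 0% = uninhibited 1x PFK enzyme wells and -100% = no-enzyme wells; nearly all actives have a fitted effect of over 60% in size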
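Luminescent ADP detection (ADP-Glo, two-step: ATP depletion then ADP-to-ATP conversion for luciferase) reported PFK activity after 45 min room-temperature reaction of 1.25 nM enzyme with 0.5 mM F6P and 0.1 mM ATP at pH 8.0.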
Mito fusion act: qHTS Assay for Small Molecule Inhibitors of Mitochondrial Division or Activators of Mitochondrial Fusion; S. cerevisiae fusion-defective mutant growth rescue, CellTiterGlo 48 h; Potency, µM (titrated, usually from 46.1 µM), inactives show top-dose growth rescue (activation), most hits filed as activators; 0.23% of 320,000 active; AID 485298, 2010;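 also: potency is read from the fitted curve at half-maximal effect; % of control where 0% means no effect; nearly all actives have a fitted effect of over 45% in size; temperature-sensitive fusion mutants such as fzo1-1 at 37 °C on non-fermentable ethanol glycerol medium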
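Temperature-sensitive fusion-defective S. cerevisiae (e.g. fzo1-1, mgm1-5) were grown with compound in YPEG medium (3% ethanol, 3% glycerol) for 48 hours at 37C. Growth rescue was measured as viability by CellTiterGlo luminescence after 10 minutes at ambient.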
B2AR arrestin: qHTS assay of beta-arrestin-biased ligands of beta2-adrenergic receptor | Potency, µM (highest dose often 46.1 µM), for the others: at the top dose activation, hits mostly activators | beta-arrestin recruitment to beta2AR, cell-based reporter | 0.02% of 330,000 active | Beta-2 adrenergic receptor (Homo sapiens), P07550;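 also: potency is read from the fitted curve at half-maximal effect; 0% = DMSO controls and full agonism = EC100 isoproterenol or metaproterenol; nearly all actives have a fitted effect of over 65% in size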
uPA generation: qHTS for Inhibitors of Cell Surface uPA Generation; Potency, µM (series often up to 38.3 µM), without a hit: at the highest dose activity change, negative = inhibition, hits mostly inhibitors; 0.31% of 330,000 active; AID 540303, 2011; cell surface uPA generation assay, qHTS; active = well fitted inhibition curve with a large enough effect; inconclusive = small, poorly fitted or top-dose-only effect; inactive = no such curve, though single readings can be large or run the other way; tested in mouse RAW 264.7 cells; also: potency is read from the fitted curve at half-maximal effect; % is scaled to controls: 0 for no effect and ±100 for the full control effect; nearly all actives have a fitted effect of over 55% in size
ELG1 DNA repair: qHTS screen for small molecules that inhibit ELG1-dependent DNA repair in human embryonic kidney (HEK293T) cells expressing luciferase-tagged ELG1; HEK293T ELG1-luciferase reporter, luminescence, 16 h; DNA damage induced by 5-fluorouridine; Potency, µM (top dose mostly 46.1 µM), for the others: at the top dose activity change, negative = inhibition, usual class: inhibitors; 2.3% of 330,000 active; AID 504467, 2011; also: potency is read from the fitted curve at half-maximal effect; % is scaled to controls: 0 for no effect and ±100 for the full control effect; nearly all actives have a fitted effect of over 55% in size
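5-Fluorouridine DNA damage + compound/DMSO, 2,000 cells/well, 16 h, 37 °C/5% CO2. ONE-Glo, 30 min RT, luminescence. Readout = decrease in reporter signal.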
TCR act: Activators of T cell receptors: qHTS campaign | primary human leukocytes, anti-CD3, IL-2 HTRF, 48 h | Potency, µM (series often up to 9.22 µM), without a hit: top-dose activation of IL-2 secretion, most hits filed as activators | 330,000 tested, under 10 active | AID 504894, 2011; also: % of control where 0% means no effect
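TCR engagement came from a-CD3 beads alone, with compounds added to primary human leukocytes for 48 hr. Secreted IL-2 bridged europium cryptate- and d2-labelled anti-IL-2 antibodies, giving FRET emission at 665nm after 320nm excitation.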
Eya2 phos inh: qHTS Assay for Inhibitors of the Phosphatase Activity of Eya2. recombinant Eya2, OMFP fluorescence dephosphorylation (OMFP is methylfluorescein phosphate). AID 488837, 2010. Potency, µM (titrated, usually from 76.9 µM), inactives show at the top dose activity, negative = inhibition, usual class: inhibitors. Protein phosphatase EYA2 (Homo sapiens), O00167. 0.006% of 330,000 active; also: potency is read from the fitted curve at half-maximal effect; % is scaled to controls: 0 for no effect and ±100 for the full control effect
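Eya2 protein (added as 0.2 uM solution) was preincubated with compound for 10 min at ambient temperature in 50 mM HEPES pH 7.5, 50 mM NaCl, 5 uM MgCl2, 0.05% BSA, 1 mM DTT. OMFP (added at 50 uM) then reacted 10 min; fluorescence read at 485/525 nm.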
Active calls of the source: *; ? = inconclusive; · = no result given; [ ] = dose if it differs, or a comment. Unless noted, calls follow the shape of the dose curve; as a rule, active = well fitted curve in the direction sought with a large enough effect; inconclusive = small, poorly fitted or top-dose-only effect, or another doubt; inactive = no such curve, though single readings can be large; an effect the other way counts as inactive or inconclusive. No enrichment for hits; 3% or so of the library scored in one or more.

SMILES	TSG101-PTAP inh	TSHR antagonist	USP2a block	BCR signal inh	Tb PFK block	Mito fusion act	B2AR arrestin	uPA generation	ELG1 DNA repair	TCR act	Eya2 phos inh
O=S(=O)(c1ccc2c(c1)CCN2)N1CCCC1	-3.9%	3.1	-2.5%	3.2%	-0.3%	-10.7%	0.5%	19.1%	6.6%	-52.2%	6.3%
Cc1cccc(N2CCN(C(=O)c3ccc(N4CCCC4=O)cc3)CC2)c1C	-5.5%	-20.6	2.6%	-0.5%	-4.1%	-6.8%	0.1%	-11.7%	18.4µM*	5.6%	18.1%
CCNS(=O)(=O)c1ccc(CCC(=O)NC2CCCC2)cc1	-6.4%	7.7	-1.7%	-0.3%	0.2%	-0.5%	2.2%	-2.9%	-0.2%	-3.6%[46.1 µM]	1.2%
CC1(C)N=C(C(=O)c2ccccc2)N(O)C1(C)O (configuration not stated)	-0.3%	50.1	-0.6%	3.6%	-2.4%	3.5%	-0.3%	-2.7%	10.4%	1.8%	13.5%
COc1ccccc1NS(=O)(=O)c1ccc(C)c(NS(=O)(=O)c2cc(C(=O)O)cc(C)c2C)c1	-4.1%	-4.2	0.1%	3.4%	-0.8%	3.6%	0.1%	2.4%	10.9%	-4.9%	4.9%
Cc1ccccc1NC(=O)Cn1c(NCC(C)O)nc2ccccc21 (configuration not stated)	0.9%	24.1	?	-5.2%	0.0%	-0.8%	-0.2%	-8.8%	19.8%	-1.2%[46.1 µM]	2.1%
O=C(CN1C(=O)c2ccccc2S1(=O)=O)NCc1ccccc1	-1.2%	0.7	1.6%	0.5%	0.0%	-0.4%	0.2%	0.3%	15.4%	4.1%	-0.7%
Cc1cccc(OCCn2cc(/C=N/NC(=O)c3ccncc3)c3ccccc32)c1	?	-8.9	-7.2%	-14.9%	-4.8%	8.0%	-0.3%	-13.3%	20.6µM*	4.5%[46.1 µM]	-3.4%
COC(=O)C1=C(C)NC(=O)NC1c1ccc2ccccc2c1 (configuration not stated)	-7.0%	5.3	0.1%	2.4%	-1.0%	2.3%	-0.4%	4.6%	-1.6%	·	4.2%
COc1cccc(C(=O)N=c2sc3c(C)ccc(OC)c3n2C)c1	-4.0%	0.5	2.3%	15.1%	-0.1%	-3.8%	-0.3%	3.9%	?	-3.5%	-1.1%
Cc1ccc(N2CCN(CC(O)COC3CCCCC3)CC2)cc1 (configuration not stated)	-2.1%	7.1	1.1%	0.2%	1.9%	-4.8%	-0.5%	6.2%	-20.8%	1.4%	-17.1%
CCC1CCCCN1C(=O)c1ccc([N+](=O)[O-])o1 (configuration not stated)	-4.7%	1.3	0.9%	3.8%	0.3%	11.4%	0.2%	-5.1%	4.9%	-1.5%	-1.4%
Cc1cc(N2CCOCC2)nc2ccc(NC(=O)CCC(=O)N3CCN(c4ccc(F)cc4)CC3)cc12	-2.2%	-4.0	-5.6%	1.0%	-13.5%	-4.7%	0.1%	-6.3%	?	3.6%	-11.5%
CCCS(=O)(=O)N1CCCC(C(=O)NCCCN(Cc2ccccc2)C(C)C)C1 (configuration not stated)	-0.5%	25.9	4.8%	-1.3%	-0.2%	-1.2%	-0.5%	1.6%	-3.7%	4.9%	8.3%
CCN1CCN(c2ccc(S(=O)(=O)N3CCCC3)cn2)CC1	-1.7%	-3.7	0.1%	4.1%	-2.1%	-3.2%	0.4%	0.0%	0.1%	5.2%	0.5%
COc1ccc(C(C)(C)C)cc1NC(=O)c1ccc[n+]([O-])c1	-0.4%	10.6	-1.2%	3.1%	-6.7%	7.2%	-0.9%	2.4%	1.3%	0.3%	-10.3%
Cc1cccc(C(=O)NCC(=O)N2CCCC2)c1	-6.7%	-1.3	1.7%	1.6%	3.7%	0.9%	0.4%	-1.7%	24.7%	-3.4%	0.8%
O=C(CCc1ccc(S(=O)(=O)N2CCOCC2)cc1)Nc1nc(COc2ccccc2)cs1	-9.1%	-42.3	2.4%	?	-9.6%	5.4%	-0.1%	·	20.6µM*	6.2%	4.0%
c1ccc(CCc2nn3c(Cc4ccccc4)nnc3s2)cc1	-1.7%	15.5	0.8%	-7.1%	-11.2%	0.9%	2.6%	·	6.3%	2.3%	11.4%
CCN1CCN(CCCNC(=O)CCC(=O)N2CCOc3ccc(Cl)cc32)CC1	0.1%	3.8	2.4%	-8.4%	?	-0.5%	-0.2%	-7.7%	10.9%	0.3%	-24.0%
O=C(Cn1c2ccccc2c(=O)c2cc([N+](=O)[O-])ccc21)Nc1ccccc1Cl	0.2%	-7.6	0.8%	?	3.5%	0.3%	-0.1%	3.7%	29.9%	1.3%[46.1 µM]	15.1%
O=C(CN1C(=O)c2cccc3cccc1c23)NCc1cccnc1	-4.1%	-3.2	0.0%	?	4.4%	-2.8%	0.4%	-1.4%	16.1%	-3.1%	-11.4%
CN(C)Cc1c(C(=O)N/N=C/CCc2ccccc2)nnn1-c1nonc1N	-1.1%	8.6	1.3%	?	-9.8%	-1.8%	0.1%	1.9%	?	-8.3%	11.7%
Cc1ccc(-c2nc(CSCC(=O)NCCCN3CCOCC3)c(C)o2)cc1	0.2%	7.5	0.6%	-0.9%	-4.7%	0.9%	-0.1%	-7.4%	-0.6%	-0.3%	15.9%
Cc1cccc(NC(=O)CCSc2nncn2C)c1	1.0%	12.1	2.3%	-6.0%	-4.5%	-2.7%	-0.5%	3.5%	?	1.6%[46.1 µM]	4.5%
Additional entries follow.
SMILES	TSG101-PTAP inh	TSHR antagonist	USP2a block	BCR signal inh	Tb PFK block	Mito fusion act	B2AR arrestin	uPA generation	ELG1 DNA repair	TCR act	Eya2 phos inh
C[C@H](CO)N1C[C@H](C)[C@@H](CN(C)S(=O)(=O)c2cccs2)Oc2c(NC(=O)Cc3ccccc3)cccc2C1=O	-2.0%	14.9	-2.8%	5.4%	6.7%	·	4.2%	-1.6%	22.6%	4.6%	17.4%
CCN1CCN(c2ccc([N+](=O)[O-])cc2S(=O)(=O)N2CCOCC2)CC1	1.9%	4.9	-2.2%	-0.6%	7.8%	0.6%	0.3%	-2.1%	2.1%	·	0.7%
CCOC(=O)c1sc(NC(=O)c2sc(C)nc2C)nc1C	-2.8%	1.8	1.2%	?	0.5%	12.2%	2.1%	-2.0%	?	4.4%	8.3%
Cc1c(-c2nnc(SCC(=O)O)n2-c2ccccc2Br)nnn1-c1ccccc1	-8.6%	7.2	2.9%	5.9%	1.7%	-3.9%	-0.5%	-2.1%	-12.9%	1.1%[46.1 µM]	-0.4%
C=CCn1c(=O)c2ccccc2n2c(SCC(=O)Nc3sc(C(=O)N(CC)CC)c(C)c3C(=O)OCC)nnc12	0.8%	0.1	-0.1%	8.8%	0.6%	-1.0%	-0.1%	-3.8%	20.6µM*	10.9%	-5.3%
N#CC1(c2ccccc2)CCCN1C(=O)c1ccco1 (configuration not stated)	-3.0%	-1.5	2.8%	1.1%	0.0%	2.0%	0.1%	7.2%	1.8%	1.3%	-6.7%[15.4 µM]
Cc1occc1C(=O)NNC(=S)Nc1cccc([N+](=O)[O-])c1	3.1%	9.1	2.9%	?	-4.4%	-2.5%	-0.8%	1.5%	6.0%	-6.7%	-14.0%
N/C(CC(=O)NCCOc1ccccc1)=N\O	-6.6%	12.9	0.2%	4.5%	-8.4%	-2.7%	-0.9%	12.1%	2.3%	-15.7%	-15.4%
NNC(=S)Nc1ccc(OC(F)(F)F)cc1	-5.0%	25.6	-0.5%	?	-24.6%	-1.1%	9.1%	3.6%	?	16.7%	2.6%
Cc1c(NC(=O)CCSCCc2ccccn2)cccc1[N+](=O)[O-]	-2.9%	9.7	-0.7%	-1.0%	-15.1%	0.3%	0.1%	0.9%	?	-6.6%	12.3%
CCOCC(=O)Nc1ccc(S(=O)(=O)Nc2nccs2)cc1	-4.0%	-8.5	6.1%	4.8%	1.3%	0.7%	-0.2%	-21.9%	-1.3%	5.2%	6.8%
c1ccc(Cn2c[n+](Cc3ccccc3)cn2)cc1	1.4%	3.1	1.6%	2.7%	2.1%	-1.5%	0.1%	6.6%	0.0%	-0.1%	-9.1%

Screening data deposited in PubChem by National Center for Advancing Translational Sciences (NCATS).
